Source: PubChem BioAssay
pCIP destab: lowers stability of the mouse p/CIP coactivator protein; 290,000 compounds, 0.01% hits; decrease of EGFP signal, % at 10 µM; Q05BA5; AID 1984; F442A p/CIP-EGFP cells, EGFP fluorescence, 16 h;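 active means EGFP signal decrease of at least 30% at 10 µM or well 3 SD below plate mean, unless failing retest; inactive means the rest, including hits failing retest or dose response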; further: some compounds called inactive have numbers as strong as hits; many of its hits are not listed in these tables
IDE inh: inhibits human insulin-degrading enzyme in HEK cells; P14735; FAbetaB cleavage, fluorescence polarization; inhibition, % at 5.59 µM; 320,000 compounds, 0.41% hits; AID 434962;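 active means percent inhibition above the average of all tested compounds plus 3 SD, set per screening campaign, cut at about 16% in these data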;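 further: IDE supplied by intact live HEK cells; FP after avidin binding of uncleaved biotin substrate so inhibition keeps polarization high; 0% = DMSO wells and 100% = 60 µM reference IDE inhibitor Ii1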
Target sequence (P14735 whole entry, looked up): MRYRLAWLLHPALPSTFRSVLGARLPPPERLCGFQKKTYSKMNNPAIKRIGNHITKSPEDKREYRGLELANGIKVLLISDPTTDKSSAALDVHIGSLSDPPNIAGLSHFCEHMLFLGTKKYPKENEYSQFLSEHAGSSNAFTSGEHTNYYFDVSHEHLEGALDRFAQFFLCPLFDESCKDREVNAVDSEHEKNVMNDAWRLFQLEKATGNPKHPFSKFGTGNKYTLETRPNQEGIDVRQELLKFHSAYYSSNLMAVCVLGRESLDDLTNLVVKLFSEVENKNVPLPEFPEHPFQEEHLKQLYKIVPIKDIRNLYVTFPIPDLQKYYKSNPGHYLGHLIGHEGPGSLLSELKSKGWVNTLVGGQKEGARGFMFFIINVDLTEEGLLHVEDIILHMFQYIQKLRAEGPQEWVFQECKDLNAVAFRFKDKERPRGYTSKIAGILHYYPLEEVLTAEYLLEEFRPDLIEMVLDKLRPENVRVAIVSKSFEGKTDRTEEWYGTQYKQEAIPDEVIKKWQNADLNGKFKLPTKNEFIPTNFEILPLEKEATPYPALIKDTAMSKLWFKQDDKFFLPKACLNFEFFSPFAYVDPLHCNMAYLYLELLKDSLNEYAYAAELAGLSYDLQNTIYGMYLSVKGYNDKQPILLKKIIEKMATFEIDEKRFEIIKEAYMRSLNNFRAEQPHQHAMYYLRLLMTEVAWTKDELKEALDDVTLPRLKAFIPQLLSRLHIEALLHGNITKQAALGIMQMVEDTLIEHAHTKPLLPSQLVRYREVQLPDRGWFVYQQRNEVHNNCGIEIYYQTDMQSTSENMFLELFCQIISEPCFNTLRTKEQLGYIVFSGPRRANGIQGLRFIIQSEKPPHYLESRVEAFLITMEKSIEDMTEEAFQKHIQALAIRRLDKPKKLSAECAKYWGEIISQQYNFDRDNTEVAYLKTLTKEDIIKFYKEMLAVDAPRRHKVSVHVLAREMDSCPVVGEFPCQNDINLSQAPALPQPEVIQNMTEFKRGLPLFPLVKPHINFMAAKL
IDE cell activ: IDE (human) activation, cell-based. P14735. HEK cells, FAbeta-B cleavage, fluorescence polarization; 0% vehicle, 100% cell-free pure enzyme wells. activation, % at 5.96 µM. 340,000 compounds, 0.073% hits;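 active means activation above the mean of all tested compounds plus 3 SD, set per screening campaign, cut at about 17% in these data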
UBC9 SUMO inh: SUMOylation inhibition; inhibition, % at 35 µM; HTRF SUMOylation assay, SAE1/SAE2 + UBC9, in vitro; P63279; 290,000 compounds, 0.36% hits; in the data active means inhibition above about 50%, passing the limit was not always enough; further: strong numbers were not always called active
NS3 helicase inh: HCV NS3 helicase inhibition. NS3 helicase DNA unwinding, Cy5 molecular beacon fluorescence. inhibition, % at 10.9 µM. 290,000 compounds, 0.56% hits. AID 1800;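 active means inhibition above the mean of all tested compounds plus 3 SD, set per campaign, cut at about 35% in these data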;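 further: 0% = DMSO wells and 100% = thioflavine S control wells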
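Test system: hepatitis C virus NS3 helicase domain fragment enzyme. Also added: annealed dual-labelled DNA beacon duplex, ATP-started. Timing: 60 min unwinding reaction at 25 °C after ATP addition. Technique: Cy5 fluorescence. Measure: % inhibition of unwinding.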
DNA FID counter: displaces DNA intercalator in HCV helicase counter-screen; DNA fluorescent intercalator displacement, fluorescence; AID 1845; 290,000 compounds, 0.17% hits; inhibition, % at 7.9 µM; in the data active means inhibition above about 37%;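 further: 0% = vehicle and 100% = reference compound; higher means more ethidium bromide displaced from hairpin DNA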
VIM-2 inh: inhibitors of Pseudomonas aeruginosa VIM-2 metallo-beta-lactamase. purified VIM-2, nitrocefin hydrolysis, epi-absorbance fluorescence. inhibition, % at 5.6 µM. 290,000 compounds, 0.89% hits;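 active means inhibition above the mean of all tested compounds plus 3 SD, cutoff set per screening run, cut at about 7.5% in these data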;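 further: red hydrolysis product quenches plate fluorescence so inhibitors raise well fluorescence; 0% = enzyme with DMSO and 100% = DMSO without enzyme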
IMP-1 inh: blocks Pseudomonas aeruginosa IMP-1 metallo-beta-lactamase; 290,000 compounds, 0.45% hits; purified IMP-1, nitrocefin hydrolysis, epi-absorbance fluorescence; AID 1556; inhibition, % at 5.6 µM;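 active means inhibition above the mean plus 3 SD of all compounds in the same screening run, cut at about 4.5% in these data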;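 further: 0% = IMP-1 with DMSO and 100% = DMSO wells lacking enzyme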
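assay system = purified recombinant IMP-1 metallo-beta-lactamase enzyme | schedule = 15 min preincubation plus 25 min reaction at 25 °C | signal = Epi-absorbance fluorescence, 480 nm excitation, 530 nm emission | read-out basis = percent inhibition from optical density relative to buffer-blank wells | controls = IMP-1 with DMSO as 0%, enzyme-free DMSO as 100%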
PfM18AAP inh: blocks P. falciparum M18 aspartyl aminopeptidase. recombinant PfM18AAP, H-Glu-NHMec fluorogenic cleavage. inhibition, % at 7.35 µM. 290,000 compounds, 1.2% hits. AID 1822;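 active means inhibition above the campaign mean inhibition over all tested compounds plus 3 SD, cut at about 28% in these data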;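 further: 0% = plate median of test compound wells and 100% = 2 mM ZnCl2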
An asterisk follows results filed as active; nt = no result given.

SMILES	pCIP destab	IDE inh	IDE cell activ	UBC9 SUMO inh	NS3 helicase inh	DNA FID counter	VIM-2 inh	IMP-1 inh	PfM18AAP inh
O=C(OC(C(=O)NC1CCCCC1)c1ccccc1)c1ccco1 (stereo unspecified)	-21	-9	3	17	-11	-9	-2.8	-2.1	9
Cc1nc(SCC(=O)N2CCC(C(N)=O)CC2)n[nH]1	-2	5	3	7	-2	-4	-1.7	-2.2	-13
Cc1ccc(C2(C)NC(=O)N(CC(=O)Nc3cc(S(=O)(=O)N(C)C)ccc3C)C2=O)cc1 (stereo unspecified)	-9	2	4	-12	3	-26	0.7	-1.0	-7
O=[N+]([O-])c1ccc(C2=Nc3cc(Cl)ccc3OC2)cc1	-7	1	2	27	-7	4	-1.0	-3.9	3
O=C(CSc1nc2ccccc2s1)Nc1ncccn1	-18	-1	3	20	-1	-1	-1.3	-2.5	0
O=c1cc(O)c2sc3nc(C(F)(F)F)c4c(c3c2[nH]1)CCCCC4	-2	-6	5	10	32	-2	1.3	-2.1	-3
Cn1ncc(Cl)c1C(=O)NCc1ccc2c(c1)OCO2	-45	1	-2	11	-2	-4	-0.5	-1.7	-2
CCOc1ccccc1NC1c2ccccc2C(=O)N1c1ccc(C)cn1 (stereo unspecified)	-3	-1	9	16	2	7	1.6	-0.5	-3
Cc1ccc(NC(=O)C(=O)NC(C)C2COc3ccccc3O2)cc1 (stereo unspecified)	-5	2	5	15	-6	-1	-4.1	-2.0	-8
CCOc1ccc(Nc2nc(-c3cccnc3)cs2)cc1	6	-3	-1	-7	11	-8	-1.6	-1.6	-3
CCOc1ccccc1N1CCN(CC(=O)N(CC(C)C)c2c(N)n(CC(C)C)c(=O)[nH]c2=O)CC1	-2	3	-2	-1	4	2	-4.1	-3.9	0
O=C(Nc1ccc(F)cc1)C1CCN(S(=O)(=O)c2cccc3nonc23)CC1	4	-5	3	10	3	-2	0.8	-1.7	3
CCN(CC)CCNC(=O)c1cn(CC)c2ccc(S(=O)(=O)N3CCOCC3)cc2c1=O	-15	2	2	6	3	7	-2.4	-3.5	17
COc1cc(C(=O)N2CCC(NC(=O)C(Cc3ccc(C)cc3)NC(C)=O)CC2)cc(OC)c1OC (stereo unspecified)	-4	3	-1	2	4	-28	-1.5	-2.2	1
Cc1ccccc1-c1nc2ccccc2o1	2	-1	6	6	0	2	-3.4	-3.5	-7
CCC(C)c1c(O)nc(SCC(=O)N2CCOCC2)[nH]c1=O (stereo unspecified)	-6	-2	7	21	10	1	-3.1	-3.9	-1
CCOc1ccc(CSCCNC(=S)Nc2ccccc2)cc1	-11	9	0	-3	-20	-22	-3.5	-4.6	6
Cc1ccc(NC(=O)c2scc3c2CCCC3)cc1	-1	-2	3	-1	2	-5	-1.7	-2.5	2
CN(Cc1ccccc1)C(=O)c1cc(=O)[nH]c2ccccc12	-8	4	5	10	10	-7	0.3	-0.1	1
COc1cc(NC(=O)CCCSc2nc(-c3ccco3)cc(C(F)(F)F)n2)cc(OC)c1OC	-2	-4	1	-5	-4	-17	-0.1	2.1	-1
CCCCN(CC)CCNC(=O)c1cc2c(=O)[nH]c3ccccc3c2n1C	7	-1	5	6	-1	5	6.0	-1.1	1
CCOc1ccc(N2C(=O)CC(N3CCc4ccccc43)C2=O)cc1 (stereo unspecified)	-15	-1	6	-2	-2	-8	-7.0	-4.5	7
CCN(c1ccccc1)S(=O)(=O)c1ccc2c(c1)C(C)(C)C(=O)N2C	0	2	3	-2	-5	-32	0.2	-2.0	-4
Cc1ccc2c(c1)N(CC(=O)N(Cc1ccc3c(c1)OCO3)CC1CCCO1)C(=O)C(C)O2 (stereo unspecified)	-17	1	3	-6	-4	-35	-3.1	-2.9	1
CN1CCC(NC(=O)c2cccs2)CC1	-7	7	4	-9	-3	-2	-1.7	-4.5	-9
COc1ccc(S(=O)(=O)NCC2CCCO2)cc1C(=O)O (stereo unspecified)	-15	-4	3	19	7	1	-1.0	-2.8	3
COc1ccc(CNC(=O)CSc2nc3nc(C)cc(C)n3n2)cc1	-10	0	-3	25	1	3	-3.2	-3.0	-1
Cc1ccccc1C(=O)N[C@H](C(=O)Nc1ccc(Cl)c(Cl)c1)C(C)C	-2	2	0	13	-6	-8	-3.0	-2.8	2
CCCC(=O)c1cc2cc(Cl)ccc2oc1=O	4	5	1	19	0	-1	-2.9	-3.7	-10
CCn1c(=O)n(CC)c2cc(NC(=O)C(C)c3ccccc3)c(Br)cc21 (stereo unspecified)	11	11	-5	2	-4	-29	1.2	-4.4	-1
CC1CC(C)CN(S(=O)(=O)c2ccc(F)c(C(=O)Nc3ccc(Cl)cc3F)c2)C1 (stereo unspecified)	-5	0	2	2	-5	-5	-2.3	-0.8	-5
Cn1c(=O)c2nc(Cl)c(-c3ccccc3)nc2n(C)c1=O	-1	0	1	13	-1	3	-0.8	-1.9	2
CCOc1ccccc1N1CCN(CC(=O)Nc2ncc(C)s2)CC1	-7	1	4	-9	-6	-22	-4.1	-3.6	-4
Cc1ccc(Nc2ccc(C(N)=O)cc2[N+](=O)[O-])cc1	1	0	2	0	1	6	-1.1	-3.2	1
Nc1nc(SCC(=O)NCc2ccc(F)cc2)[nH]c(=O)c1NC(=O)c1ccc(Cl)cc1	-6	-3	6	36	-13	0	-3.6	-1.2	0
O=C(CN1C(=O)c2ccccc2S1(=O)=O)NC1CCCCCC1	8	1	5	-17	1	-3	1.0	-3.2	-4
O=C(Nc1ccc(N2CCOCC2)cc1)c1ccc2nc(-c3ccco3)c(-c3ccco3)nc2c1	2	0	-4	1	9	-5	-0.3	0.8	6
CCSc1nc(N2CCOCC2)c2ccccc2n1	-6	-6	-1	30	-1	-5	2.5	-4.1	2
CCc1cccc(OCCn2ccnc2)c1	4	7	2	0	-3	-2	-2.7	-3.5	0
COC(=O)c1ccc(NC(=O)CN(C)Cc2cccc(F)c2)cc1	8	10	4	9	-4	-10	-1.4	-2.3	3

Look-ups from the list:
VIM-2 inh result of CCN(c1ccccc1)S(=O)(=O)c1ccc2c(c1)C(C)(C)C(=O)N2C reads 0.2
IDE inh result of Nc1nc(SCC(=O)NCc2ccc(F)cc2)[nH]c(=O)c1NC(=O)c1ccc(Cl)cc1 reads -3

Next compounds
SMILES	pCIP destab	IDE inh	IDE cell activ	UBC9 SUMO inh	NS3 helicase inh	DNA FID counter	VIM-2 inh	IMP-1 inh	PfM18AAP inh
Cc1ccc(C(=O)O)cc1NS(=O)(=O)c1ccc2ccccc2c1	-5	3	4	2	11	-18	0.5	-2.3	-3
CS(=O)(=O)Nc1ccc(C(=O)CC(=O)Nc2ccc([N+](=O)[O-])cc2)cc1	-8	2	5	7	1	12	-1.0	-2.8	5
COC(=O)/C(=N\OCc1ccc(C#N)cc1)c1c(C)nn(C)c1C	-17	4	-1	5	0	-14	-3.0	0.9	-8
Cc1cc(NC(=O)CCS(=O)(=O)c2nc(-c3ccccc3)cc(C(F)(F)F)n2)no1	8	-1	-1	-1	nt	nt	nt	nt	nt
COc1ccc(C2C(C(=O)N3CCOCC3)c3ccccc3C(=O)N2c2ccc(OC)cc2)cc1 (stereo unspecified)	10	4	9	2	6	-15	-3.1	-2.7	0
CC1Cc2cc(S(=O)(=O)NCCC(=O)N(C)Cc3ccccc3)ccc2N1C(=O)C1CC1 (stereo unspecified)	-5	-4	5	10	-1	-42	-0.1	-0.1	-7
Cc1csc(CNC(=O)C2CCC(=O)N(CCc3cccc(F)c3)C2)n1 (stereo unspecified)	15	0	6	4	4	-12	-3.4	-1.1	3
Cc1ccc(NC(=O)NNC(=O)c2ccc3c(c2)NC(=O)C(C)(C)O3)cc1	6	2	-2	-11	13	-15	0.4	-3.7	20
COc1cccc(C2CC(c3ccc(F)cc3)Nc3nc(N)nn32)c1 (stereo unspecified)	-9	1	1	10	-6	-26	-3.5	-0.5	5
C=CCn1cccc(C(=O)Nc2cc(OC)ccc2OC)c1=O	3	-5	-4	7	-3	-23	0.3	-2.0	-1
Cc1ccc(-n2c(Cc3cccn3C)nnc2SCC(=O)NCc2ccc3c(c2)OCO3)cc1	2	-3	0	0	18	-42	-3.2	-0.2	30*
Cc1ccc(C(=O)C2=C(O)C(=O)N(c3ncccn3)C2c2ccc(Br)cc2)o1 (stereo unspecified)	-4	-4	nt	30	2	-23	0.1	-1.3	-5
O=C(Cn1c(=O)oc2cccnc21)Nc1ccc(C(F)(F)F)cc1	-1	0	nt	-6	8	0	-3.2	-2.9	3
CCOc1ccc(OC(=O)c2cccnc2)cc1	-6	6	-5	18	2	-2	-1.4	-2.4	-11
COC(=O)c1sc(-c2ccccc2)cc1NC(C)=O	-4	4	2	1	-2	-9	0.9	-1.3	-2

Reformatted with values under each structure: 12 of the compounds above
Every second line gives: pCIP destab, IDE inh, IDE cell activ, UBC9 SUMO inh, NS3 helicase inh, DNA FID counter, VIM-2 inh, IMP-1 inh, PfM18AAP inh
- Cc1ccc(C(=O)O)cc1NS(=O)(=O)c1ccc2ccccc2c1
→ -5, 3, 4, 2, 11, -18, 0.5, -2.3, -3
- CS(=O)(=O)Nc1ccc(C(=O)CC(=O)Nc2ccc([N+](=O)[O-])cc2)cc1
→ -8, 2, 5, 7, 1, 12, -1.0, -2.8, 5
- COC(=O)/C(=N\OCc1ccc(C#N)cc1)c1c(C)nn(C)c1C
→ -17, 4, -1, 5, 0, -14, -3.0, 0.9, -8
- Cc1cc(NC(=O)CCS(=O)(=O)c2nc(-c3ccccc3)cc(C(F)(F)F)n2)no1
→ 8, -1, -1, -1, nt, nt, nt, nt, nt
- COc1ccc(C2C(C(=O)N3CCOCC3)c3ccccc3C(=O)N2c2ccc(OC)cc2)cc1 (stereo unspecified)
→ 10, 4, 9, 2, 6, -15, -3.1, -2.7, 0
- CC1Cc2cc(S(=O)(=O)NCCC(=O)N(C)Cc3ccccc3)ccc2N1C(=O)C1CC1 (stereo unspecified)
→ -5, -4, 5, 10, -1, -42, -0.1, -0.1, -7
- Cc1csc(CNC(=O)C2CCC(=O)N(CCc3cccc(F)c3)C2)n1 (stereo unspecified)
→ 15, 0, 6, 4, 4, -12, -3.4, -1.1, 3
- Cc1ccc(NC(=O)NNC(=O)c2ccc3c(c2)NC(=O)C(C)(C)O3)cc1
→ 6, 2, -2, -11, 13, -15, 0.4, -3.7, 20
- COc1cccc(C2CC(c3ccc(F)cc3)Nc3nc(N)nn32)c1 (stereo unspecified)
→ -9, 1, 1, 10, -6, -26, -3.5, -0.5, 5
- C=CCn1cccc(C(=O)Nc2cc(OC)ccc2OC)c1=O
→ 3, -5, -4, 7, -3, -23, 0.3, -2.0, -1
- Cc1ccc(-n2c(Cc3cccn3C)nnc2SCC(=O)NCc2ccc3c(c2)OCO3)cc1
→ 2, -3, 0, 0, 18, -42, -3.2, -0.2, 30*
- Cc1ccc(C(=O)C2=C(O)C(=O)N(c3ncccn3)C2c2ccc(Br)cc2)o1 (stereo unspecified)
→ -4, -4, nt, 30, 2, -23, 0.1, -1.3, -5
